# Assay outcomes from PubChem.
# Glioma ERSR ind – induces the endoplasmic reticulum stress response in human glioma cells; U87-MG GRP78 promoter luciferase reporter, 16 h; Potency, µM, for inactives: at the top dose activation, usual class: activators; 0.02% of 420,000 active; also: potency is read from the fitted curve at half-maximal effect; series mostly up to about 76 µM; % of control where 0% means no effect; nearly all actives have a fitted effect of over 35% in size
#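 Stably transfected U87-MG glioma cells carrying a GRP78-based luciferase sensor; 16 h compound incubation. Luminescence end-point read 10 min after Bright-Glo addition at room temperature.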
# Apoferritin bind – binds horse apoferritin like a general anesthetic; P02791; apoferritin/1-aminoanthracene competitive binding, fluorescence; Potency, µM (top dose mostly 77.5 µM), for the others: at the highest dose activity change, negative = displacement, usual class: inhibitors; 0.074% of 350,000 active; also: potency is read from the fitted curve at half-maximal effect; % is scaled to controls: 0 for no effect and ±100 for the full control effect; nearly all actives have a fitted effect of over 20% in size
#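 Probe: 1-aminoanthracene (50% saturated, PBS). Protein: horse-spleen apoferritin, 10 uM. Incubation: 10 min, room temperature. Detection: 380 nm excitation, 535 nm emission. Analysis: normalized response, four-parameter Hill.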
# POLK inh – blocks human DNA polymerase kappa activity; Q9UBT6; Potency, µM (top dose mostly 107 µM), inactives show at the highest dose activity, negative = inhibition, usual class: inhibitors; 0.53% of 400,000 active; purified Pol kappa, fluorescent DNA synthesis assay, 10 min; also: potency is read from the fitted curve at half-maximal effect; % is scaled to controls: 0 for no effect and ±100 for the full control effect
#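 Here, compound and 10 nM enzyme are combined for 15 min at room temperature; adding 50 nM substrate (final) starts DNA synthesis, tracked by fluorescence at 0 and 10 min against buffer-only wells.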
# BLM helicase inh – Bloom syndrome helicase (human) inhibition. recombinant BLM DNA unwinding, fluorescence dequenching. Potency, µM (top dose mostly 56.1 µM), without a hit: top-dose activity change, negative = inhibition, most hits filed as inhibitors. 0.2% of 350,000 active. AID 2528;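 also: potency is read from the fitted curve at half-maximal effect; plate controls were vehicle for no effect and no enzyme for full effect; nearly all actives have a fitted effect of over 35% in size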
# Target sequence (P54132 whole entry, looked up): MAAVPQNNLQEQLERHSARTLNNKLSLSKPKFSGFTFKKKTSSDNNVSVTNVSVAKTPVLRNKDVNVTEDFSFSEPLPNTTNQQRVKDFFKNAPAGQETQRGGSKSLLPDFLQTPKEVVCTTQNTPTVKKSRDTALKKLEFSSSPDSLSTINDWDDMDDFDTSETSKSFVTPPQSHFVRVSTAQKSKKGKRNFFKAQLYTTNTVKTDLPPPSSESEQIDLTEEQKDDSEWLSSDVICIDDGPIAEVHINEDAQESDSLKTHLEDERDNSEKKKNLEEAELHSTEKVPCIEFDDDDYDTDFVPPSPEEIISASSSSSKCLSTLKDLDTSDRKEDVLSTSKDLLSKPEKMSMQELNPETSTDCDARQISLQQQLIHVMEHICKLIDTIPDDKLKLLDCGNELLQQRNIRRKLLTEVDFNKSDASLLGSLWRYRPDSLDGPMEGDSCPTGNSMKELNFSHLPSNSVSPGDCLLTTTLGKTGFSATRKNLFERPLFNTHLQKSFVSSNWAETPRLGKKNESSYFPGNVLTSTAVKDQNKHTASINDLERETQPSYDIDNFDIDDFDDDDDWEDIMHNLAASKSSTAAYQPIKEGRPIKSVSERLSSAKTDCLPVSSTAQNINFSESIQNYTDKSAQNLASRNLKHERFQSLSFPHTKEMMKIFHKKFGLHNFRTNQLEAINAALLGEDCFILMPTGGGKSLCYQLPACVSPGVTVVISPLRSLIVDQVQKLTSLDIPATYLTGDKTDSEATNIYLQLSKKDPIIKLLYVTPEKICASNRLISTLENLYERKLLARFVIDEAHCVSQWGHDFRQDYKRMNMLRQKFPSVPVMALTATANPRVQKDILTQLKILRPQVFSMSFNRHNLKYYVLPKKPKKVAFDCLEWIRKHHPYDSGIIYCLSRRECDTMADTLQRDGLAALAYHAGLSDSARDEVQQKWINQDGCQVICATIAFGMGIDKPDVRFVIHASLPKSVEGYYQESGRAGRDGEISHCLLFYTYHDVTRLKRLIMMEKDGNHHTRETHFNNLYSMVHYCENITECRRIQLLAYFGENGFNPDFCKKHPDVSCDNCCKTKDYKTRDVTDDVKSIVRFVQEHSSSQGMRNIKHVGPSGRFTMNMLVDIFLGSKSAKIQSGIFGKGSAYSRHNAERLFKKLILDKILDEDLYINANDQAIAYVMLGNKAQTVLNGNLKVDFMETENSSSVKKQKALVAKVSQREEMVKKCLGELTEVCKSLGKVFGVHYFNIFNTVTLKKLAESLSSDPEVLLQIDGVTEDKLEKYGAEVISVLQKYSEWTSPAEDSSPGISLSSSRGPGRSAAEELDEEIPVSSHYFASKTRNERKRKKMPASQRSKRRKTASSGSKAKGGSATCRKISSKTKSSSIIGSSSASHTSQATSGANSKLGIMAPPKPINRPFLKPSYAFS
# APEX1 inh – inhibitors of human APE1 endonuclease | recombinant APE1, TAMRA/BHQ-2 abasic DNA cleavage fluorescence | Potency, µM (series often up to 65.8 µM), for inactives: top-dose activity change, negative = inhibition, usual class: inhibitors | 0.35% of 350,000 active | AID 2517;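 also: potency is read from the fitted curve at half-maximal effect; plate controls were vehicle for no effect and reference inhibitor for full effect; nearly all actives have a fitted effect of over 55% in size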
#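 APE1 at 0.75 nM preincubated 15 min at room temperature with compound. Reaction then started with 50 nM double-stranded THF-abasic substrate labelled with TAMRA/BHQ-2, and 525/598 nm fluorescence read kinetically. Activity taken as third-minus-first read difference, normalized to DMSO and NSC13755 controls.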
# LDHA block – blocks human lactate dehydrogenase A. P00338. purified LDHA, NADH/diaphorase-resazurin fluorescence; active compounds read low. activity change, % (values are at about 110 or 230 µM). 0.15% of 480,000 active. AID 1347041; in the data active = activity change below about -30%; inconclusive = mostly about -25% to -30%;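 also: plate controls were DMSO wells for no effect and wells without enzyme for full effect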
#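 Enzyme activity of human lactate dehydrogenase 5 (2 nM; 0.06 mM NADH, 0.2 mM pyruvate, 5 min, RT) is measured via a resazurin/diaphorase fluorescence readout of residual NADH.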
# Pol beta inh – inhibitors of human DNA polymerase beta | AID 485314 | Pol beta primer extension/strand displacement, fluorescence kinetic | Potency, µM (titrated, usually from 114 µM), for the others: at the top dose activity change, negative = inhibition, usual class: inhibitors | P06746 | 1.3% of 340,000 active; also: potency is read from the fitted curve at half-maximal effect; % is scaled to controls: 0 for no effect and ±100 for the full control effect
#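 Reaction started by 50 nM substrate onto compound-treated Pol beta (10 nM, 15 min preincubation, room temperature); plates read at 0 min and 10 min. Normalized concentration-effect data fitted by four-parameter Hill equation.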
# POLI inh – inhibitors of human DNA polymerase iota. Q9UNA4. Pol iota fluorescent replication assay, 10 min. Potency, µM (highest dose often 115 µM), without a hit: at the highest dose activity, negative = inhibition, most hits filed as inhibitors. 1% of 390,000 active; also: potency is read from the fitted curve at half-maximal effect
#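 Pol iota at 10 nM preincubated 15 min with compounds at room temperature; reaction started with fluorescent substrate, 50 nM final. Fluorescence read kinetically at 0 and 10 min; buffer-only wells as negative control.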
# POLH inh – inhibitors of human DNA polymerase eta | recombinant Pol eta, fluorescent DNA replication assay | Potency, µM (series often up to 114 µM), inactives show top-dose activity change, negative = inhibition, actives largely listed as inhibitors | AID 588591 | Q9Y253 | 1.2% of 390,000 active; also: potency is read from the fitted curve at half-maximal effect; % is scaled to controls: 0 for no effect and ±100 for the full control effect
#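 Fluorescent replication assay: 50 nM final substrate added after a 15 min room-temperature compound preincubation with 10 nM enzyme. Signal taken at 0 min and again at 10 min.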
# An asterisk follows results filed as active; u = inconclusive; x = not tested or not shown; & = joins results of further samples; [ ] = dose if it differs, or a comment. Unless noted, calls follow the shape of the dose curve; as a rule, active = well fitted curve in the direction sought with a large enough effect; inconclusive = small, poorly fitted or top-dose-only effect, or another doubt; inactive = no such curve, though single readings can be large; an effect the other way counts as inactive or inconclusive. A portion of the library; rates above refer to the full screens.
# Fields: POLI inh	Pol beta inh	BLM helicase inh	APEX1 inh	POLK inh	POLH inh	Apoferritin bind	LDHA block	Glioma ERSR ind
> O=C1c2ccccc2C(=O)C1(c1ccccc1)N1CCN(c2cccc(C(F)(F)F)c2)CC1
    31%[activator]	1%	-10%	x	8%	-21%	-24%	-9	-2%
> C=CCn1c(SCC(=O)NCC(=O)OCC)nnc1-c1ccccn1
    -4%	32%	-6%	3%	-1%	-16%	-2%	-8	-5%
> CCOC(=O)c1c(NC(=O)C(F)(OC)C(F)(F)F)sc2c1CCN(C)C2 (stereo not given)
    11%	-18%	-1%	-10%	-15%	3%	-11%	-1	0%
> CC1CCN(C(=O)COC(=O)/C=C/c2ccc(Br)o2)CC1
    18µM*	x	x	17%	u	-12%	x	2	-1%
> CCc1ccc(NC(=O)c2ccc3c(c2)C(=O)N(Cc2ccco2)C3=O)cc1
    u	20µM*	-19%	-8%	50µM*	20µM*	u	-1	-7%
> O=c1[nH]c2c(-c3nc(-c4ccc(Cl)cc4)cs3)c(O)cn2c2ccccc12
    -26%	x	x	x	-24%	x	x	0	-3%
> Cc1ccccc1Nc1nn2c(=O)c3ccccc3nc2s1
    -15%	26%	-3%	-4%	4%	-11%	-9%	-1	0%
> Cc1ccccc1NC(=O)Cc1nc(CSc2nnc(-c3ccc4c(c3)OCO4)o2)cs1
    23%	-3%	-1%	-1%	0%	-7%	-12%	-8	5%
> Cc1cc(Cl)ccc1C(=O)C1CCCN(C(=O)CCn2cnnn2)C1 (stereo not given)
    60%[activator]	-6%	0%	0%	5%	-21%	-5%	-8	-4%
> COC(=O)C1=CN(Cc2cccs2)C=C(C(=O)OC)C1c1cccc(OC)c1OC
    27%	33%	-1%	-9%	-5%	-13%	6%	6&-5	-2%
> CN(C)C(=O)c1nc2ccc(Cl)cn2c1CN1CCN(c2ncccn2)CC1
    1%	13%	-2%	0%	9%	-8%	-10%	-2	-6%
> O=C(NNC(=O)c1ccc(Cl)cc1Cl)c1ccncc1
    2%	-1%	-2%	5%	-12%	-11%	1%	2	-2%
> CN(C)c1ccc(C(=O)N/N=C/c2ccccn2)cc1
    14%	0%	-2%	21%	13%	-9%	-14%	2	-7%
> O=C(NCc1ccccn1)Nc1cccc(Cl)c1Cl
    -10%	-9%	2%	8%	-5%	-1%	-7%	-7	1%
> CC(OC(=O)Cn1cnc2c1c(=O)n(C)c(=O)n2C)C(=O)c1ccccc1 (stereo not given)
    -20%	x	x	-1%	-22%	-21%	x	-5	-2%
> CC(=O)N1Cc2ccccc2CC1C(=O)O (stereo not given)
    u	3%	-4%	9%	-12%	-9%	-8%	1	-3%
> CC(=O)c1ccc(C(=O)NC2CCCN(Cc3ccccc3F)C2)cc1 (stereo not given)
    6%	7%	-7%	6%	9%	-13%	-9%	-5	5%
> O=C(O)c1ccc(OCc2occc2C(=O)O)cc1
    -12%	14%	-6%	0%	-4%	u	-7%	0	-4%
> Cc1ccc(C)c(S(=O)(=O)N2CCN(C(=O)Cc3c(F)cccc3Cl)CC2)c1
    2%	x	x	-8%	-8%	-5%	x	-4	-1%
> OCCCn1c(C2CCCN2c2nc(-c3ccc(F)cc3)cs2)nc2cc(Cl)c(Cl)cc21 (stereo not given)
    -10%	x	x	x	6%	-11%	x	3	1%
> COc1cccc(C(=O)NC2CC3CCCC(C2)N3S(=O)(=O)c2ccccc2)c1 (stereo not given)
    62%[activator]	31%	-5%	9%	-23%	-13%	-13%	-8	-7%
> CCN(CC)S(=O)(=O)c1ccc(Cl)c(NC(=O)COc2ccccc2[N+](=O)[O-])c1
    7%	0%	-7%	5%	-2%	-22%	2%	-3	-1%
> O=C(OCC(=O)N1CCCC1)c1cc(=O)c2ccccc2o1
    37%[activator]	x	x	41%	13%	-10%	x	-1&0	-2%
> CCN(C(=O)Cn1nc(C)n2c(cc3cc(C)ccc32)c1=O)c1ccccc1
    31%[activator]	-1%	-2%	19%	-5%	-23%	-12%	0	6%
> COCC(C)OC(=O)/C(C#N)=C\c1coc2ccc(C)cc2c1=O (stereo not given)
    -7%	21%	5%	0%	-8%	u	210%[activator]	-3	1%
> Cc1cc(=O)[nH]c(N/N=C/c2ccc(-c3ccc(F)cc3)o2)n1
    u	u	-14%	-25%	-4%	-30%	54%[activator]	-3	5%
> O=C(Nc1cc(C(F)(F)F)ccc1Cl)C(NCc1ccccc1)c1ccccc1 (stereo not given)
    u	1%	-14%	-3%	-14%	-20%	3%	2	-3%
> CCOc1ccc(N=Cc2ccccc2O)cc1
    15%	x	x	x	0%	-20%	x	11	-3%
> COc1cc2c(C#CCCO)c(-c3ccsc3)oc(=O)c2cc1OC
    17%	x	x	-16%	3%	-19%	x	1	0%
> COc1ccccc1CNC(=O)COC(=O)c1ccc(Cl)nc1
    5%	x	x	3%	-14%	-3%	x	-2	-4%
> COc1ccc(CNC(=O)c2c(F)c(F)c(F)c(F)c2F)cc1
    19%	28%	6%	-4%	0%	-15%	-4%	-1	0%
> CS(=O)(=O)c1ccc(-c2nnc(NC(=O)c3ccc4c(c3)OCCO4)o2)cc1
    1%	9%	-1%	x	-5%[60.1 µM]	9%	-7%	4	1%
> CCc1ccc(CNC(=O)C2CCCN(c3nnc(C)c4c(C)n(-c5ccc(OC)cc5)nc34)C2)cc1 (stereo not given)
    4%	-25%	3%	x	-10%	u	u	3	-6%
> CCCCN(C)S(=O)(=O)c1ccc(C(=O)Nc2sc3c(c2C(N)=O)CC(C)(C)NC3(C)C)cc1
    u	-12%	-8%	x	-6%[60.1 µM]	5%	172%[activator]	-1	-5%
> O=C(CCn1nnnc1CN1CCOCC1)N1CCC(c2ccccc2Cl)C1 (stereo not given)
    22%	1%	0%	40%[activator]	-7%	-13%	-8%	-3	-4%
> CCOc1ccc(CC(=O)N2CCc3cc(OC)c(OC)cc3C2COc2ccc3c(C)cc(=O)oc3c2)cc1 (stereo not given)
    5%	11%	-2%	x	7%	-12%	u	-2	-3%
> CSc1ncccc1C(=O)OCC(=O)c1cc(C)n(CC2CCCO2)c1C (stereo not given)
    75%[activator]	u	-11%	0%	-22%	-19%	-15%	-5	-7%
> CCCC(C(=O)O)N1C(=O)/C(=C2\C(=O)N(C)c3ccccc32)SC1=S (stereo not given)
    5%	9%	-4%	-8%	-1%	-1%	u	17	0%
> O=C(N/N=C\c1cccc(F)c1)c1ccc(-c2ccccc2)cc1
    7%	1%	1%	1%	-3%	-8%	-4%	-1	-3%
> Cc1ccc(-n2nc(C)c3nc(CCC(=O)Nc4ccc(F)cc4)c(=O)n(C)c32)cc1
    18%	0%	-3%	x	9%[60.1 µM]	-10%	0%	2	-3%
> Cn1c2c(c(=O)n(C)c1=O)C(c1cc3c(cc1Br)OCO3)CC(=O)N2 (stereo not given)
    -3%	0%	4%	-6%	-7%	3%	6%	-1	-3%
> COc1ccc(C(c2c(O)nc[nH]c2=O)c2c(O)nc[nH]c2=O)cc1
    73%[activator]	10%	-1%	1%	3%	-20%	4%	-8	-6%
> CNC(=S)N/N=C/c1c(C)nn(-c2cccc(Cl)c2)c1Cl
    -11%	-4%	3%	u	-5%	-2%	-7%	-3	-3%
> COc1cccc(/C=C/c2ccnc3ccccc23)c1OC
    21%	x	x	x	-22%	x	x	-4	2%
> C=CCc1cccc2cc(-c3nc4ccc(C)cc4[nH]3)c(=O)oc12
    u	7%	-9%	x	-7%[60.1 µM]	x	107%[activator]	-8	2%
> CC(C)=C(NC(=O)c1ccccc1)C(=O)Nc1cccc(C(=O)O)c1
    -8%	u	-1%	-1%	-7%	8%	-2%	-7	-2%
> O=S(=O)(c1ccccc1)N1CCC2(CCCN(C(c3ccccc3)c3ccccc3)C2)CC1
    x	x	-3%	-2%	-8%[60.1 µM]	x	x	x	-1%
> Cc1cccc(C)c1Nc1nnc(SCC(=O)NCc2ccco2)s1
    0%	1%	-9%	-4%	3%	5%	-14%	-4	-4%
> Cc1ccc(-n2c(CNc3ccc(F)cc3)nnc2SCC(=O)O)cc1
    61%[activator]	47%	3%	7%	-4%	-14%	-3%	-12	-6%
> O=C(COc1ccc(Cl)cc1)NCc1nnc(SCC(=O)Nc2ccc3c(c2)OCCO3)o1
    15%	18%	0%	-6%	-6%	-2%	-14%	-8	-4%
> COc1ccc(NC(=O)N2CCC(n3c(C)nc4cccnc43)CC2)cc1OC
    12%	5%	-1%	x	-12%[60.1 µM]	-20%	-7%	4	-1%
> CN(CC(=O)NC1(C)CCS(=O)(=O)C1)S(=O)(=O)c1ccc(Cl)cc1 (stereo not given)
    20%	x	x	-6%	-15%	-13%	x	-1	-2%
> CCCNC(=O)c1[nH]c(C)c(C(=O)OCC)c1C
    x	21%	5%	2%	x	x	-3%	x	x
> Cc1ccccc1NC(=O)Nc1cc(-c2ccccc2)nn1C
    -12%[58.9 µM]	-9%	-3%	-2%	-3%	-9%	4%	-2	1%
> Cc1cccc2cc(CN(CCN3CCOCC3)C(=O)NCc3ccccc3)c(=O)[nH]c12
    -3%	28%	2%	-2%	7%	-13%	-8%	-4	-1%
> COc1cccc(NC(=O)C(Cc2ccccc2)NS(=O)(=O)c2ccc3c(c2)c(=O)n(C)c(=O)n3C)c1 (stereo not given)
    -1%	28%	-2%	x	-3%	-1%	5%	-9	-3%
> O=C(O)c1ccc2c(c1)C(=O)N(CCC1=CCCCC1)C2=O
    -12%	0%	4%	3%	-9%	-13%	-20%	0	4%
> O=Cc1ccc(Cl)c(Cl)c1
    -7%	x	x	-12%&-33%	-6%	4%	x	-10	-2%
